Screening results deposited in PubChem BioAssay by several laboratories.
DAX1 inh-1: inhibitors of DAX1 repression of SF-1 activated StAR promoter | actives 1.1% (n = 370,000) | HEK293T StAR-luciferase reporter, SF-1/DAX-1 repression relief | inhibition, % at 6.8 µM | AID 652010;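 active means inhibition above the mean over all tested compounds plus 3 SD, cut at about 3.6% in these data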;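 further: 0% = DAX-1 cells with DMSO and 100% = cells lacking DAX-1 with DMSO; higher inhibition means more luminescence from relief of DAX-1 repression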
GC-B act: GC-B (human) receptor activation. actives 0.11% (n = 370,000). HEK293-GC-B cells, CNP EC30, cGMP TR-FRET; 0% at EC30 CNP, 100% saturating CNP. P20594. activation, % at 10 µM;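 active means activation at 10 µM reaching about 35% in either raw or pattern-adjusted values, limit read from the data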
Target sequence (P20594 whole entry, looked up): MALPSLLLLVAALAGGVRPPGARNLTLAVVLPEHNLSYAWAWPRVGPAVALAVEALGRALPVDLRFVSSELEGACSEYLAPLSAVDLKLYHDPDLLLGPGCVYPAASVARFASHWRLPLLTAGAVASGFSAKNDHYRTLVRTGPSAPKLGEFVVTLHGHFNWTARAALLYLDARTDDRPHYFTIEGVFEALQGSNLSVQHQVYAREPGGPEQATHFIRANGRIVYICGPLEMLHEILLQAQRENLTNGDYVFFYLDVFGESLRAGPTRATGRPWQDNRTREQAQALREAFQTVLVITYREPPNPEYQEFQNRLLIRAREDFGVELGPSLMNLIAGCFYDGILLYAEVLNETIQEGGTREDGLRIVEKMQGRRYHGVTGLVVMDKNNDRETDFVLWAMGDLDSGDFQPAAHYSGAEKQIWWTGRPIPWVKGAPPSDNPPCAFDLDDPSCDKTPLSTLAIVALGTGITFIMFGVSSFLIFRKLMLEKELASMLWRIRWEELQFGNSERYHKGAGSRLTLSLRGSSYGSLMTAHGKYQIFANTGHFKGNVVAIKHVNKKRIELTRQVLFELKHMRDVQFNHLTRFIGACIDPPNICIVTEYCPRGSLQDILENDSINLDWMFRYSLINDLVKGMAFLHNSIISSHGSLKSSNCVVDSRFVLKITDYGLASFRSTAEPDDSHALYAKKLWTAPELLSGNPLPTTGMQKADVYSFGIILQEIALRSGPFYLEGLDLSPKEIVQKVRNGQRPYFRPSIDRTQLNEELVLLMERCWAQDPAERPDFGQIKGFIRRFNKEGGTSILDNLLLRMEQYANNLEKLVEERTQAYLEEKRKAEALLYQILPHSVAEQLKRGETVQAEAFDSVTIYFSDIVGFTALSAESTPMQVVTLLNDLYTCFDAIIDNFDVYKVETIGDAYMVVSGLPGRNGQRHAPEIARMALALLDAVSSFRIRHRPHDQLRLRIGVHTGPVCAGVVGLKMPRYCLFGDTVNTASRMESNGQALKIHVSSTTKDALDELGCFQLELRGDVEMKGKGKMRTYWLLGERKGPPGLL
ssDAF-12 act: activators of S. stercoralis DAF-12 nuclear receptor | HEK293 ssDAF-12/GRIP1 lit1-tk-luc reporter, luminescence; % of 3 µM dafachronic acid response | activation, % at 6.8 µM | actives 1% (n = 370,000);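 active means activation above the mean over all tested compounds plus 3 SD, cut at about 0.9% in these data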;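 further: 0% = DMSO-only wells and 100% = 3 µM delta7-dafachronic acid wells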
proKLK7 act: proKLK7 (human) activation, primary screen. P49862. purified proKLK7, EDANS-DABCYL substrate fluorescence; 100% is mature enzyme control, 0% vehicle. activation, % at 7 µM. actives 0.9% (n = 370,000). AID 652039;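 active means activation above the mean of all tested compounds plus 3 SD, computed per campaign excluding outliers beyond control limits, cut at about 13% in these data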
NPR1 activator: GC-A (human) enzyme activation | P16066 | HEK293 GC-A cells, cGMP TR-FRET, EC30 ANP; 0% at EC30 ANP, 100% saturating ANP | activation, % at 10 µM | actives 0.14% (n = 370,000) | AID 1671463; in the data active means activation above about 40%
hgDAF12 agonist: agonists of H. glycines DAF-12 nuclear receptor. HEK293 GAL4-hgDAF12 UAS-luciferase reporter, agonist luminescence; normalized to butyrate control. activation, % at 6.8 µM. actives 1.8% (n = 370,000). AID 687014;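 active means activation above a cutoff set at the mean of all screened compounds plus 3 SD, cut at about 10% in these data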;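 further: 0% = DMSO wells and 100% = sodium butyrate wells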
SMARCA2 act: increases SMARCA2 function in MMTV reporter cells; MG213 cells, MMTV-luciferase reporter, dexamethasone, overnight; activation, % at 9.1 µM; actives 1% (n = 370,000); AID 652017; in the data active means activation above about 7.8%;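 further: 0% = vehicle wells and 100% = reference activator wells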
hcDAF12 agonist: H. contortus DAF-12 activation, primary screen; HEK293 hcDAF-12 lit1-tk-luc reporter, luminescence; 0% DMSO, 100% Δ7-dafachronic acid; activation, % at 6.8 µM; actives 1.4% (n = 370,000);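 active means activation above the mean of all tested compounds plus 3 SD, cut at about 5.5% in these data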;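 further: 100% = response to 3 µM Δ7-dafachronic acid high control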
DAX1 inh-2: inhibits human nuclear receptor DAX1. HEK293 Gal4-DAX1 luciferase reporter, luminescence. AID 504766. actives 0.99% (n = 340,000). inhibition, % at 6.75 µM;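 active means inhibition above the mean over all tested compounds plus 3 SD, cut at about 4.2% in these data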;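 further: 0% = DAX1-transfected cells with DMSO and 100% = empty-vector control cells with DMSO; inhibition shows as a rise in luminescence from relieved DAX1 repression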
FXN GAA850 act: frataxin GAA850 promoter activation. HEK293 lucGAA850 FXN promoter luciferase reporter, 24 h; percent of 10 µM SAHA response. activation, % at 6 µM. actives 0.56% (n = 360,000). AID 540364;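 active means activation above the average of all compounds screened plus 3 SD, cutoff fixed separately per campaign, cut at about 7.5% in these data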;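 further: 0% = DMSO wells and 100% = 10 µM SAHA wells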
HGIII-sPLA2 inh: Inhibits HGIII-sPLA2 liposome hydrolysis, primary screen; Q9NZ20; inhibition, % at 12.2 µM; QFRET BODIPY PC-A2 liposome hydrolysis, fluorescence; AID 743126; actives 0.56% (n = 370,000);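 active means inhibition above mean plus 3 SD of compounds lying within the high and low control bounds, cut at about 19% in these data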;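 further: 0% = median of test compound wells and 100% = no enzyme DMSO wells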
* hit, by the source's call; nt = no result given.

item | SMILES | DAX1 inh-1 | DAX1 inh-2 | FXN GAA850 act | proKLK7 act | hcDAF12 agonist | ssDAF-12 act | NPR1 activator | HGIII-sPLA2 inh | GC-B act | SMARCA2 act | hgDAF12 agonist
1 | COC(=O)c1c(C)[nH]c(C(=O)/C=C/c2ccc(C)cc2)c1C | -1.2 | -5.1 | -0.9 | -0.4 | -4.9 | -1.9 | -1 | 12 | 2 | -5 | -5.7
2 | COC(=O)COc1ccc2c(c1)O/C(=C\c1ccco1)C2=O | -0.6 | -1.5 | -0.1 | 7.1 | -2.9 | -0.9 | 7 | 2 | -5 | -2 | -0.8
3 | CC(C)(C)NC(=O)c1cccc2c1-c1ccccc1C2=O | 0.3 | 2.0 | -1.0 | -0.1 | -0.5 | -1.1 | -2 | 6 | 0 | -1 | 2.0
4 | CC(C)C(=O)Nc1nnc(SCC(=O)N2C(C)CCCC2C)s1 (stereo unspecified) | 0.0 | -0.7 | 0.2 | -0.5 | -0.8 | -0.6 | 3 | 0 | 2 | -3 | 0.3
5 | Cc1cnc(-c2nc3ccccc3n2C(C)C(=O)Nc2c(C)cccc2C)cn1 (stereo unspecified) | 0.4 | nt | nt | -0.2 | 2.2 | -1.0 | 2 | 3 | 3 | 3 | 2.5
6 | Cc1cc(=S)[nH]c(=S)[nH]1 | 0.6 | 1.9 | 0.1 | 0.2 | -1.8 | -1.7 | 3 | 4 | 1 | 2 | -3.0
7 | C=CCN=C1NC(c2ccccc2C(F)(F)F)C(C(=O)OC)=C(C)N1Cc1cccc(C(F)(F)F)c1 (stereo unspecified) | 0.1 | nt | nt | 0.4 | 0.2 | -1.5 | -18 | -6 | -15 | -1 | 0.3
8 | COc1cc(C(=O)N2Cc3cc4ccccc4nc3C2C)cc(OC)c1OC (stereo unspecified) | -0.4 | 0.4 | -1.6 | -0.2 | -1.8 | 0.4 | 4 | 1 | 9 | 1 | 2.9
9 | Cc1cc(/C=C(/C#N)c2nc3ccccc3[nH]2)c(C)n1-c1ccccc1C(=O)O | -0.4 | 2.1 | -1.1 | 0.3 | 3.4 | -0.5 | -1 | -1 | 5 | 1 | 6.8
10 | CCc1ccc(NC(=O)C(C)Sc2nnc(CN3CCCC3)o2)cc1 (stereo unspecified) | 0.3 | -0.3 | 0.0 | 0.1 | -0.8 | -0.7 | -1 | 0 | -3 | -1 | 0.5
11 | O=C(N/N=C/c1ccc(COc2ccc(Br)cc2)o1)c1ccc2c(c1)OCO2 | -1.8 | 1.2 | 1.4 | -0.5 | -1.5 | -1.1 | 11 | 6 | 6 | 0 | 2.6
12 | O=C1CCN(CCc2ccccc2)CCN1CCSc1ccccc1 | 0.9 | 1.9 | 2.5 | 0.1 | 0.2 | -0.5 | -1 | 0 | -1 | 3 | 2.0
13 | O=C(Nc1ccccc1)c1ccc(-n2cnnn2)cc1 | 1.6 | 0.6 | 1.2 | 0.2 | 2.0 | -1.4 | -1 | -2 | -5 | 4 | 6.2
14 | Cc1cc2nc(-c3ccc(Cl)cc3)c(CC(C)(C)C)n2c(C)c1Br | -2.1 | nt | nt | 1.7 | 1.6 | 0.5 | 1 | -3 | -3 | 4 | 4.2
15 | COc1ccc(OC)c(NC(=O)C2C3CCC(C3=C(C)C)C2C(=O)O)c1 (stereo unspecified) | 0.7 | 0.3 | -2.1 | 0.8 | -1.3 | -1.1 | -7 | 9 | 3 | -4 | -2.0
16 | Cc1cccc(NC(=O)CSc2nncn2-c2ccccn2)c1 | 0.2 | 1.2 | 1.9 | 0.8 | -1.3 | -0.8 | -2 | 2 | 5 | 0 | -2.3
17 | CCc1nc2ccc(C(=O)NCCc3c[nH]c4ccccc34)cn2c1N(C)Cc1nccn1C | -1.2 | nt | -2.1 | 0.3 | 0.5 | -1.1 | -1 | -22 | -1 | -5 | -2.9
18 | CC(=O)/C(=C\Nc1ccc(OCc2ccccc2)cc1)c1ccccc1 | -0.2 | 0.9 | -1.9 | 0.0 | -0.1 | -1.7 | 1 | -2 | -4 | -2 | 2.8
19 | O=C(CN1C(=O)c2cccc3cccc(c23)C1=O)N1CCCCCC1 | -0.1 | 3.4 | 2.6 | -1.0 | -1.6 | -1.3 | 1 | 3 | 2 | 0 | -1.9
20 | Oc1ccc(-c2ccccc2)cc1CN1CCCCCC1 | 0.4 | 0.5 | -0.6 | 0.0 | 1.7 | -0.8 | -2 | 8 | -2 | 2 | 0.2
21 | CCCCCCc1ccc(NC(=O)[C@@H]2CC=C[C@@H]3CCN(Cc4ccccc4)C(=O)[C@@H]32)cc1 | nt | nt | nt | nt | -1.6 | -1.4 | -1 | 1 | 0 | nt | 2.0
22 | O=C(N/N=C/c1ccoc1)c1cc(O)cc(O)c1 | 1.2 | 0.9 | 1.7 | -0.3 | -0.6 | -0.5 | 0 | 3 | 0 | 1 | -0.7
23 | CC(C)Oc1ccc2c3c(c(=O)oc2c1)CCC3 | -0.9 | -2.1 | 1.0 | 1.4 | -1.1 | -1.3 | 2 | 0 | 2 | 0 | 5.3
24 | Cc1cc(C(C)(C)C)cc(CN2CCN(S(=O)(=O)c3cccs3)CC2)c1O | -0.5 | 0.2 | -3.1 | -0.5 | -0.4 | -0.6 | 0 | 8 | 7 | -6 | -1.2
25 | O=C(N/N=C\c1ccccc1)c1cccc(C(=O)N/N=C\c2ccccc2)n1 | -0.1 | nt | 0.5 | 0.3 | 1.1 | -0.2 | -5 | -4 | -4 | 2 | 2.3
26 | COc1ccc(-c2cc(C(F)(F)F)n3nc(C(=O)N4CCCCC4)cc3n2)cc1 | 0.6 | 1.6 | 1.2 | -43 | -0.8 | -1.7 | 10 | 4 | 8 | 4 | -0.5
27 | CCOC(=O)N1CCN(C(=O)/C(=C/c2ccc(N(C)C)cc2)NC(=O)c2ccccc2)CC1 | 1.0 | 0.5 | 1.1 | 3.5 | -0.9 | -0.7 | -4 | 15 | 4 | -1 | 3.8
28 | CSCCC(NC(=O)c1ccccc1Cl)C(=O)NCC(c1cccs1)N(C)C (stereo unspecified) | 0.7 | 0.1 | 1.7 | 0.9 | -1.2 | -1.5 | -2 | 1 | -2 | -3 | -1.1
29 | CCOc1ncccc1C(=O)OCC(=O)c1cc(OC)c(OC)c(OC)c1 | 0.2 | 2.7 | -1.2 | -0.1 | -1.4 | -1.6 | 3 | -4 | 2 | 0 | 0.2
30 | COc1ccc(NC2=CC(=O)CC(c3ccccc3)C2)cc1 (stereo unspecified) | -0.3 | -0.6 | 1.4 | -0.7 | -0.6 | -1.0 | -3 | -5 | -2 | 0 | -1.2
31 | CCC(=O)OCCCCCCOc1ccc(C(=O)O)cc1 | -0.6 | -0.8 | 0.5 | -0.1 | 2.8 | -1.2 | 3 | -9 | 1 | -4 | 2.2
32 | CCc1cc2c(=O)[nH]c(Cc3ccccc3)nc2s1 | 0.8 | 0.5 | 4.0 | 0.3 | -2.3 | -1.1 | 4 | -16 | 10 | 2 | -1.9
33 | O=C(COC(=O)c1cnccn1)Nc1cccc(F)c1 | -0.9 | 0.1 | -0.7 | 0.0 | 1.7 | -1.0 | 0 | -1 | 6 | 2 | -3.1
34 | COc1nc(OC)nc(N2CCC(NC(=O)C(Cc3ccc(C(C)C)cc3)NC(C)=O)CC2)n1 (stereo unspecified) | -1.0 | 1.0 | -2.6 | -0.1 | -1.6 | -0.8 | -2 | 0 | -7 | -1 | 0.3
35 | COc1cccc(N2C(=O)c3cccnc3C2O)c1 (stereo unspecified) | -0.4 | -0.2 | -0.4 | 0.2 | -0.3 | -1.1 | 5 | 0 | 0 | 1 | -1.2
36 | O=C(NCc1ccco1)c1nn2c(C(F)(F)F)cc(-c3cccs3)nc2c1Br | -0.8 | -0.6 | 0.4 | -1.4 | -2.0 | -0.9 | 13 | 2 | 20 | 2 | -0.3
37 | [O-][N+]1=c2ccc(Nc3ccccc3)cc2=NC12CCCCC2 | -3.4 | -0.8 | 10* | 0.8 | -3.6 | -2.0 | -11 | 12 | -4 | -7 | -9.8
38 | O=C(NCc1ccc(Cl)cc1)C1CCC(=O)N(C2CC2)C1 (stereo unspecified) | 0.1 | 0.2 | 0.9 | -0.2 | -0.3 | -0.8 | 2 | 3 | 5 | -1 | -1.0
39 | Cc1cc(/C=N/n2cnnc2)c(C)n1-c1ccc(OCc2ccc(Cl)cc2)cc1 | -3.9 | -1.8 | -9.1 | -0.6 | -4.2 | -2.4 | -2 | -1 | -2 | -3 | -11
40 | CCOC(=O)N1CCN(C(=O)C(C)N(c2ccc(Oc3ccccc3)cc2)S(C)(=O)=O)CC1 (stereo unspecified) | 0.8 | -0.8 | -12 | -0.3 | -0.8 | -0.6 | 6 | 8 | 2 | 2 | 1.4
41 | CCOC(=O)C1=CNS(=O)(=O)NC1c1ccc(C#N)cc1 (stereo unspecified) | -0.4 | 0.3 | -1.8 | 3.4 | -1.5 | -1.2 | -1 | -1 | 1 | -3 | -3.5
42 | O=C(CCc1ccccc1F)N1CCN(c2ccc(C(F)(F)F)cn2)CC1 | -0.4 | -0.8 | -0.7 | -0.1 | -2.7 | -1.0 | -1 | -4 | -8 | -4 | -1.8
43 | CCC(C(=O)Nc1cc(F)ccc1F)n1nc(C)c2c(C)n(-c3ccc(C)cc3)nc2c1=O (stereo unspecified) | -0.6 | -1.1 | -1.9 | -0.2 | -2.1 | -1.5 | -2 | -11 | 3 | -2 | -1.6
44 | COC(=O)c1ccccc1NC(=O)C(C)c1ccc([N+](=O)[O-])cc1 (stereo unspecified) | -0.8 | -1.7 | 2.9 | -0.4 | -1.1 | -1.2 | -5 | -4 | -6 | -2 | -0.7
45 | Cc1ccc(-n2nnnc2SCC(=O)c2cc(C)n(CC3CCCO3)c2C)cc1 (stereo unspecified) | 0.0 | 0.4 | 4.3 | 0.6 | -1.3 | -1.3 | -5 | 1 | 0 | -1 | 1.4
46 | O=C(Nc1ccc(Cl)cc1N1CCOCC1)C1CC1 | 0.3 | 0.4 | 1.2 | 0.1 | -2.3 | -0.7 | 2 | 6 | 4 | -2 | -2.1
47 | O=S(=O)(NCC1CN(S(=O)(=O)c2ccc3c(c2)OCCO3)C1)c1c(F)cccc1F | 0.5 | -0.2 | 1.7 | 0.0 | -1.5 | -1.6 | -1 | -4 | -7 | 2 | 1.0
48 | COc1ccc(-n2c(COc3ccc(Cl)cc3Cl)n[nH]c2=S)cc1 | -1.1 | 1.6 | -0.1 | -0.5 | -2.9 | -0.5 | 0 | 8 | -3 | -4 | -3.4
49 | CSc1nc(N)c2c(n1)N(C)C=NS2(=O)=O | -0.1 | 0.6 | 1.6 | 0.2 | -1.8 | -1.1 | -5 | 4 | -7 | -1 | -2.3
50 | COc1ccc2nc(NC(=O)CSc3nnc(C)n3N)sc2c1 | 3.8* | 0.5 | 0.6 | -0.2 | 3.7 | 0.4 | 0 | 4 | -2 | 0 | 9.7
51 | O=C(N/N=C/c1ccncc1)NC1CCCCC1 | 0.1 | 5.9* | 2.6 | -0.1 | -0.3 | -1.1 | 1 | -3 | 2 | 0 | 0.9
